P. falciparum M17LAP: P. falciparum M17LAP inhibitors, primary screen, biochemical, fluorogenic H-Leu-NHMec substrate, 1536-well (AID 1619) | recombinant M17LAP, H-Leu-NHMec fluorogenic kinetic assay; higher % means a stronger effect | one-dose inhibition, % at 30 µM; IC50 in µM for titrated hits | 220,000 tested, 0.38% active;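 active = compound inhibiting the enzyme by more than half at any dose during confirmatory dose-response retesting; inconclusive = strong single-dose inhibitors picked by rank but not retested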;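 also: plate controls were full reaction with DMSO carrier for no effect and no enzyme background for full effect; strong numbers were not always called active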
Yfh1-off respiration: mitochondrial function rescue without frataxin homolog – Friedreich's ataxia, plus single-dose screen, dose response (AID 1465). S. cerevisiae Yfh1-off respiration, WST-1 reduction, 72 h; higher fold induction means a stronger effect. one-dose fold induction at 50 µM; EC50 in µM for titrated hits. 220,000 tested, 0.074% active;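 active = fold induction of absorbance versus untreated yeast above a set limit, then at least 30% activation at any dose in follow-up; inconclusive = repeats straddling the limit, or above it without dose testing; inactive = fold induction below the set limit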;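 also: activators that raise dye reduction in frataxin-depleted yeast; strong numbers were not always called active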
M1AAP inhibition: malaria alanyl aminopeptidase activity blockers – biochemical, fluorogenic H-Leu-NHMec substrate, 1536-well (AID 1445). recombinant M1AAP, H-Leu-NHMec fluorogenic kinetic assay; higher % means a stronger effect. one-dose inhibition, % at 30 µM; IC50 in µM for titrated hits. 220,000 tested, 0.42% active;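 active = primary inhibition above the hit cutoff, then over 50% inhibition at one or more dose response concentrations, cut at about 23% in these data, passing the limit was not always enough; inconclusive = conflicting primary data, or primary hits not chosen for dose response; inactive = low primary inhibition, or under 50% at every dose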;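 also: plate controls were DMSO full reaction for no effect and no enzyme background for full effect; strong numbers were not always called active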
XIAP antagonists: small molecules displacing peptide from XIAP – biochemical, IAP family, fluorescence polarization (AID 1018); XIAP BIR domain, fluorescence polarization peptide displacement; higher % means a stronger effect; one-dose displacement, % at 20 µM; IC50 in µM for titrated hits; 200,000 tested, 0.007% active; in the data active = displacement above about 50%; also: a part of the inactive calls stands beside numbers as strong as those of hits
human PMI inhibitors: human PMI inhibitors, high substrate, primary screen, biochemical, fluorescence intensity, high mannose 6-phosphate (AID 1220); recombinant PMI enzyme, coupled fluorescence intensity; higher % means a stronger effect; inhibition, % at 20 µM, or IC50 in µM where a hit was titrated; 190,000 tested, 0.66% active
WT yeast gro inh: growth inhibition of WT yeast, mitochondrial fusion screen | 190,000 tested, 2.1% active | AID 1362 | mitochondrial fusion phenotypic screen, WT strain | inhibition, % at 10 µM; in the data active = inhibition above about 58%; tested in S. cerevisiae
TNAP activators: stimulation of alkaline phosphatase TNAP activity – biochemical, luminescent, no phosphate acceptor, uHTS, primary screen (AID 1001) | purified TNAP, luminescent activation assay, no phosphate acceptor; higher activation fold means a stronger effect | one-dose activation fold at 20 µM; EC50 in µM for titrated hits | 200,000 tested, 0.03% active; in the data active = activation fold from about 3, or a potency from the dose series; inactive = the rest, 99 in 100 with activation fold below about 1.6; also: many of its hits are not listed in these tables
LYP inhibition: inhibitors of LYP phosphatase, biochemical, fluorescence intensity, uHTS (AID 1779) | recombinant LYP phosphatase, fluorescence intensity; higher % means a stronger effect | inhibition, % at 11.5 µM, or IC50 in µM where a hit was titrated | 290,000 tested, 0.054% active;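 also: plate controls were vehicle with enzyme for no effect and no enzyme for full effect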
human PMI inhibition: inhibitors of human PMI, primary screen, biochemical, fluorescence intensity, coupled assay (AID 1209); purified PMI enzyme, coupled fluorescence intensity; higher % means a stronger effect; inhibition, % at 20 µM; hits with a dose series show IC50 in µM; 190,000 tested, 0.42% active;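 also: plate controls were DMSO vehicle for no effect and wells lacking substrate for full effect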
WT yeast gro inh mutant strain: recorded beside WT yeast gro inh, whose call it bears; inhibition, %; mitochondrial fusion phenotypic screen, mutant strain inhibition
* marks the source's active call; other numbers are inactive results; i = inactive; u = inconclusive; x = not tested or not shown; & = joins results of further samples. Rule as the data show it, unless noted: active = inhibition above about 50%; inactive = the rest.

SMILES	P. falciparum M17LAP	Yfh1-off respiration	M1AAP inhibition	XIAP antagonists	human PMI inhibitors	WT yeast gro inh	WT yeast gro inh mutant strain	TNAP activators	LYP inhibition	human PMI inhibition
Cc1ccc(C)c(OCC(=O)Nc2nonc2NC(=O)COc2cc(C)ccc2C)c1	-32.4%	i	0.8%	-3.7%	-9.2%	-10.1	-9.4	1.1	7.5%	-3.0%
CS(=O)(=O)c1nncn1-c1ccccc1	-7.5%	i	0.0%	-2.2%	-6.4%	-3.4	6.2	1.1	-1.1%	2.7%
CC(C)CNC(=O)CC(c1ccccc1)c1c(O)ccc2ccccc12 (stereo not given)	12.1%	i	10.2%	-4.3%	21.8%	-16.5	6.8	1	-7.5%	11.6%
CC(C)=CCC(C)(C)CNC(=O)NC1CCCCC1	0.7%	i	-3.4%	-7.7%	-10.8%	-2.2	4.1	1.1	-10.6%	-16.0%
COC(=O)c1cc(C(C)=O)c(C)[nH]c1=O	25.2%	i	5.3%	14.8%	2.4%	-17.6	-6.0	1.1	1.8%	0.4%
O=C(CN1CCOCC1)Nc1ccccc1Cl	6.2%	i	3.3%	-0.4%	-0.5%	7.0	9.9	1.1	-5.1%	-0.2%
COc1cc(C(=O)OCC(=O)N(C)C)cc(NC(=O)c2ccco2)c1OC	4.5%	i	4.8%	-2.8%	1.7%	-10.4	-0.5	1	-5.2%	5.7%
O=C(CCCCCN1C(=O)c2ccccc2C1=O)Nc1ccc(F)cc1	7.9%	i	-2.7%	-4.9%	0.4%	6.2	4.3	1	-0.8%	2.4%
O=C(O)c1ccc(NS(=O)(=O)c2ccc3c(c2)OCCCO3)cc1	-1.4%	i	11.1%	-8.3%	0.9%	-13.5	0.0	1.1	-0.4%	-9.5%
Cc1ccc(N2CN=c3s/c(=C\c4ccccn4)c(=O)n3C2)cc1	5.1%	i	3.7%	0.9%	2.5%	17.2	7.7	1.1	-4.4%	2.9%
CCC(C)NC(=O)Nc1ccc(C)cc1C (stereo not given)	0.3%	i	3.1%	-2.3%	-11.1%	-3.9	5.0	1.1	-2.7%	-2.9%
O=C(NCCSc1c(-c2ccccc2)[nH]c2ccccc12)c1cc2ccccc2oc1=O	-5.4%	i	6.7%	-5.3%	1.3%	9.2	-8.2	0.9	7.0%	2.2%
O=C(NC(Nc1cc(C(F)(F)F)ccc1Cl)C(=O)c1ccccc1)c1ccccc1 (stereo not given)	-3.6%	i	6.3%	-1.5%	7.4%	-4.5	-1.0	1.1	3.2%	17.8%
CC1(C)CC2(CCO1)OC(=O)CC2C(=O)Nc1ccc(Cl)cc1[N+](=O)[O-] (stereo not given)	5.5%	i	3.0%	x	x	x	x	x	-6.0%	x
CC(=O)N1CCN(C(=S)c2ccc(-c3ccc(Cl)cc3)o2)CC1	8.3%	i	1.4%	-23.7%	47.3%	-11.2	1.0	1.1	-0.4%	63.9%*

For reference, part of the list above:
SMILES	P. falciparum M17LAP	Yfh1-off respiration	M1AAP inhibition	XIAP antagonists	human PMI inhibitors	WT yeast gro inh	WT yeast gro inh mutant strain	TNAP activators	LYP inhibition	human PMI inhibition
O=C(CCCCCN1C(=O)c2ccccc2C1=O)Nc1ccc(F)cc1	7.9%	i	-2.7%	-4.9%	0.4%	6.2	4.3	1	-0.8%	2.4%
O=C(O)c1ccc(NS(=O)(=O)c2ccc3c(c2)OCCCO3)cc1	-1.4%	i	11.1%	-8.3%	0.9%	-13.5	0.0	1.1	-0.4%	-9.5%
Cc1ccc(N2CN=c3s/c(=C\c4ccccn4)c(=O)n3C2)cc1	5.1%	i	3.7%	0.9%	2.5%	17.2	7.7	1.1	-4.4%	2.9%
CCC(C)NC(=O)Nc1ccc(C)cc1C (stereo not given)	0.3%	i	3.1%	-2.3%	-11.1%	-3.9	5.0	1.1	-2.7%	-2.9%
O=C(NCCSc1c(-c2ccccc2)[nH]c2ccccc12)c1cc2ccccc2oc1=O	-5.4%	i	6.7%	-5.3%	1.3%	9.2	-8.2	0.9	7.0%	2.2%
O=C(NC(Nc1cc(C(F)(F)F)ccc1Cl)C(=O)c1ccccc1)c1ccccc1 (stereo not given)	-3.6%	i	6.3%	-1.5%	7.4%	-4.5	-1.0	1.1	3.2%	17.8%
CC1(C)CC2(CCO1)OC(=O)CC2C(=O)Nc1ccc(Cl)cc1[N+](=O)[O-] (stereo not given)	5.5%	i	3.0%	x	x	x	x	x	-6.0%	x
CC(=O)N1CCN(C(=S)c2ccc(-c3ccc(Cl)cc3)o2)CC1	8.3%	i	1.4%	-23.7%	47.3%	-11.2	1.0	1.1	-0.4%	63.9%*

Further records
SMILES	P. falciparum M17LAP	Yfh1-off respiration	M1AAP inhibition	XIAP antagonists	human PMI inhibitors	WT yeast gro inh	WT yeast gro inh mutant strain	TNAP activators	LYP inhibition	human PMI inhibition
Cc1ncn2cc(-c3ccc(Cl)cc3Cl)[nH]c(=O)c12	-0.8%	i	1.0%	x	x	x	x	x	-5.9%	x
COCCNC(=O)CSc1nc2cc3c(cc2c(=O)n1CCCC(=O)NCc1ccc(OC)cc1)OCO3	-0.6%	i	4.9%	-9.0%	2.6%	1.6	-1.4	1.1	-4.1%	6.0%
C/C(=N\Nc1nc(C)c(C)s1)c1ccc([N+](=O)[O-])cc1	-6.4%	i	10.2%	-7.1%	-15.8%	21.4	-8.6	1	7.0%	-15.7%
COCCn1c(=NC(C)=O)sc2cc([N+](=O)[O-])ccc21	7.2%	i	1.1%	-8.1%	15.8%	-16.1	-10.1	1.1	-0.4%	12.8%
CC(=O)Nc1ccc(NC(=O)COC(=O)CCc2nc3ccccc3s2)cc1	-0.3%	i	3.1%	-1.6%	-6.7%	11.1	-5.8	1	-7.5%	-9.5%
CC(=O)Nc1c(I)c(NC(C)=O)c(I)c(C(=O)O)c1I	-27.4%&-11.4%	i	11.8%&-4.8%	-5.4%	2.4%	0.0&8.2	-5.4&10.3	1.1	-5.0%	0.0%
CC1(C)Cc2ccccc2C(N/N=C/c2ccc([N+](=O)[O-])cc2)=N1	-2.2%	i	5.7%	-5.5%	5.2%	14.5	8.2	0.8	2.5%	-1.5%
COc1cccc(-n2c(SCC(N)=O)nnc2-c2c[nH]c3ccccc23)c1	10.2%	i	10.9%	-3.5%	-11.4%	-13.7	-8.9	1	-2.2%	-10.4%
CCN(CC)c1ccc2cc(C=O)c(=O)oc2c1	13.4%	i	u	-13.2%	1.3%	1.9	-1.7	0.9	2.3%	5.4%
O=C(NNC1=NCCCCC1)c1cccc([N+](=O)[O-])c1	1.4%	i	4.6%	-0.8%	-0.3%	-14.5	10.6	1	-13.0%	-4.1%
COc1cc(Cl)c(S(=O)(=O)N2CCCC2)cc1Cl	-15.2%	i	1.5%	0.8%	x	-6.5	-6.4	1	4.8%	x
CCOc1cc(/C=C2/N=C(c3ccc(C(C)(C)C)cc3)OC2=O)cc(Cl)c1OS(C)(=O)=O	39.7%	i	3.3%	-4.7%	11.3%	4.3	4.6	0.9	-1.1%	0.0%
CN(C)S(=O)(=O)c1ccc(N2CCCC2)c(C(=O)NCc2ccccc2)c1	8.0%	i	6.5%	-6.7%	2.2%	-15.1	-9.5	1	-3.7%	7.8%
Cc1ccc(S(=O)(=O)N2CCOCC2)cc1NC(=O)CSc1nnc2cc(C)c3ccccc3n12	-9.1%	i	1.8%	-5.8%	9.8%	-17.2	5.5	1.1	-3.1%	8.0%
O=C(COC(=O)c1cccs1)c1ccccc1	4.1%	i	10.8%	1.5%	-0.8%	-13.4	4.4	1.1	-10.1%	0.5%
NCC(O)COc1ccc2c(c1)OCO2 (stereo not given)	-4.4%	i	-3.2%	-1.5%	8.9%	-2.5	13.2	1.1	-3.0%	13.3%
Cc1nc(C(=O)NCCC(C)C)sc1C1(C)CC(c2ccccc2)=NO1 (stereo not given)	-0.6%	i	-5.0%	x	x	x	x	x	-6.1%	x
CCc1nccn1S(=O)(=O)c1cccc([N+](=O)[O-])c1	-12.6%	i	5.3%	-5.8%	-3.7%	-11.0	0.9	1.1	-7.3%	3.8%
CCCn1c(O)c2ccc(C(=O)N=NC(=O)c3cccnc3)cc2c1O	-2.4%	i	1.1%	-2.1%	-8.3%	6.4	11.1	1	1.8%	3.5%
Cc1ccc2[nH]c3c(c2c1)CC/C(=C/c1ccccc1)C3=O	-1.9%	i	5.2%	0.8%	3.5%	20.1	21.6	1.1	-1.4%	3.1%
Cc1nc(NCc2cccnc2)c2c3c(sc2n1)CC(C)CC3 (stereo not given)	7.4%	i	4.7%	-10.9%	-4.0%	-2.2	-4.2	1.1	-5.2%	-25.2%
Cc1ccc(S(=O)(=O)N2CCN(C(=O)COc3ccc(NC(=O)c4ccco4)cc3)CC2)cc1	-7.9%	i	5.8%	-5.4%	-1.7%	-12.1	-24.7	1.1	-8.8%	0.3%
O=C(C1CC1)N1CCc2cc(S(=O)(=O)NC3CCN(Cc4ccccc4)CC3)ccc21	3.9%	x	1.3%	-3.2%	1.2%	7.2	-5.3	1.1	-6.5%	2.5%
c1ccc2c(Nc3nc4c(s3)CCCC4)cccc2c1	8.2%	i	0.0%	-0.9%	23.5%	15.4	16.1	1.1	-5.2%	25.3%
CCOC(=O)c1cccc(-c2ccc(C=O)o2)c1	18.6%	i	4.9%	-0.5%	7.1%	17.9	8.8	1.1	-7.1%	16.8%
O=c1cc(CO)oc(C(Nc2cccc([N+](=O)[O-])c2)c2ccccn2)c1O (stereo not given)	10.9%	x	11.5%	-1.7%	28.5%	0.8	-11.8	1.1	-5.5%	-0.1%
S=c1[nH]nc(-c2cc3ccccc3o2)n1Cc1ccccc1	-14.3%	i	8.5%	-4.0%	10.1%	65.4*	-37.4*	0.9	-2.6%	14.6%
NCCc1nc(-c2ccccc2)cs1	-5.8%	i	0.9%	-3.0%	-3.8%	-6.5	4.1	1.1	-7.0%	-4.8%
Cc1ccc(S(=O)(=O)/N=S(/c2ccccc2)C(C)C)cc1 (stereo not given)	-1.2%	i	4.3%	x	x	x	x	x	-11.3%	x
N#Cc1cccc(NC(=O)Cc2ccccc2)c1	18.7%	i	5.2%	-6.5%	-2.4%	3.4	-4.3	1.1	-9.6%	1.9%
CCOc1ccc2nc(SCC(=O)NC(=O)C(C)C)sc2c1	1.8%	i	-1.7%	-3.4%	14.2%	-23.3	-2.0	1.1	-6.2%	7.7%
CN(C(=O)COC(=O)c1ccc(Cl)nc1)C1CCS(=O)(=O)C1 (stereo not given)	5.3%	i	-1.1%	-5.1%	31.6%	4.2	1.6	1	-5.2%	-0.8%
O=C(COc1ccc2ccc(=O)oc2c1)Nc1ccc(N2CCOCC2)cc1	-41.7%	i	-3.9%	-4.5%	-6.8%	-7.4	-18.3	1	-5.5%	-4.3%
CC(=O)c1sc2c(c1OC(=O)c1ccc(Cl)cc1Cl)c(=O)n(-c1ccccc1)c(=S)n2-c1ccccc1	15.2%	i	8.8%	x	x	x	x	x	4.0%	x
CNC(=O)CN(c1cc(OCCOC)c(Cl)cc1Cl)S(=O)(=O)c1ccc(OC)cc1	-9.4%	i	2.5%	-5.1%	-8.7%	4.4	1.8	1.1	-6.4%	-5.4%

Assay outcomes deposited in PubChem BioAssay by several laboratories.
